Bioassay records: PubChem BioAssay, National Center for Advancing Translational Sciences (NCATS)
PI4K2A block: PI4K2A (human) kinase inhibition; purified PI4K2A, ADP-Glo luminescence, 1 h; stronger effect = lower value; 420,000 compounds, 0.13% hits; Q9BTU6; activity change, negative = inhibition, % at 76.9 µM; in the data active = activity change below about -50%; inconclusive = mostly about -30% to -49%;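 also: -100% = wells without enzyme as full effect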
Target sequence (Q9BTU6 whole entry, looked up): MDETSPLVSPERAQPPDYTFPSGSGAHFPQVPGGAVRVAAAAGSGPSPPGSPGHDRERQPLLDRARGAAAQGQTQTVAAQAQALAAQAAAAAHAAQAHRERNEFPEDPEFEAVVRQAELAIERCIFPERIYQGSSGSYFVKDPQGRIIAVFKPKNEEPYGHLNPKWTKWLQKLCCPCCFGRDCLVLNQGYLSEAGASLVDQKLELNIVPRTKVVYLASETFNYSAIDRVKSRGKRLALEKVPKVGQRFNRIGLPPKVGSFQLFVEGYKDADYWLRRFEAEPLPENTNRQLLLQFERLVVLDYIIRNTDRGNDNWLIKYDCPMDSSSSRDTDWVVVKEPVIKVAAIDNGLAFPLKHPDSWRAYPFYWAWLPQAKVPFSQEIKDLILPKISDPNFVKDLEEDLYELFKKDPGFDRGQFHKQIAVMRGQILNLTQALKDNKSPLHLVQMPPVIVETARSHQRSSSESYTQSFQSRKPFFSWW
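In this quantitative HTS, ADP production by PI4K2A was quantified luminescently after 1 h at ambient temperature; 100 microM adenosine served as plate-quality control.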
RGS4 inh: human RGS4 inhibition. P49798. Transcreener GDP fluorescence polarization, RGS4-accelerated GTP hydrolysis. Potency, µM (highest dose often 114 µM), for the others: top-dose activity change, negative = inhibition, most hits filed as inhibitors. 390,000 compounds, 0.039% hits; also: potency is read from the fitted curve at half-maximal effect; % is scaled to controls: 0 for no effect and ±100 for the full control effect; nearly all actives have a fitted effect of over 75% in size; some results filed as inactive show a strong effect at the top dose
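MLSMR compounds (23 nl, pin-transferred) preincubated 10 min at room temperature with a 500nM (2x) first reagent, then RGS4 at 900nM (2x) plus Transcreener GDP mix added; fluorescence polarization (620/688 nm) read before and after 90 min at 30 °C.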
HP1b chromo inh: HP1-beta chromodomain-methylated histone interaction inhibition. AlphaScreen HP1-beta / biotin-H3K9me3 peptide binding. P83916. AID 540317. 390,000 compounds, 0.56% hits. Potency, µM (top dose mostly 114 µM), for inactives: top-dose activity change, negative = inhibition, usual class: inhibitors; also: potency is read from the fitted curve at half-maximal effect; nearly all actives have a fitted effect of over 70% in size; inactives centre near 23
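Compound inhibition of the preformed complex between 50 nM HP1-beta and 50 nM biotinylated H3K9me3 peptide was read by AlphaScreen. Buffer was PBS pH 7.4 with 0.01% Tween-20. Incubations ran 30 min at room temperature, with 10 ug/mL donor/acceptor beads.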
BAZ2B block: inhibitors of human BAZ2B bromodomain | Q9UIF8 | AlphaScreen BAZ2B-H3K14Ac peptide displacement | 360,000 compounds, 4.4% hits | Potency, µM (series often up to 114 µM), for the others: at the top dose activity change, negative = inhibition, usual class: inhibitors; also: potency is read from the fitted curve at half-maximal effect; % is scaled to controls: 0 for no effect and ±100 for the full control effect; nearly all actives have a fitted effect of over 60% in size
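AlphaScreen luminescence quantifies BAZ2B engagement of H3K14Ac peptide; the protein and biotinylated peptide are both at 50 nM final, buffer PBS pH 7.4 with 0.01% Tween-20, all steps at room temperature.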
ALOX12 inh: blocks human arachidonate 12S-lipoxygenase; 580,000 compounds, 1.1% hits; P18054; Potency, µM (titrated, usually from 108 µM), for the others: top-dose activity change, negative = inhibition, hits mostly inhibitors; purified 12hLO, xylenol orange hydroperoxide absorbance; AID 1671190; also: potency is read from the fitted curve at half-maximal effect; % is scaled to controls: 0 for no effect and ±100 for the full control effect
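Hydroperoxide product was detected by ferrous iron/xylenol orange as the 573 to 405 nm absorbance ratio. Arachidonic acid at 40 uM (final) was turned over for 30 min at room temperature by 150 nM human 12hLO, pH 7.0 Hepes buffer, after 15 min compound preincubation.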
G9a inh: G9a (human) methyltransferase inhibition. Q96KQ7. G9a H3K9 monomethylation, AlphaScreen, 2 h. Potency, µM (series often up to 102 µM), without a hit: at the top dose activity, negative = inhibition, most hits filed as inhibitors. 350,000 compounds, 8.8% hits. AID 504332; also: potency is read from the fitted curve at half-maximal effect; % is scaled to controls: 0 for no effect and ±100 for the full control effect; nearly all actives have a fitted effect of over 75% in size
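G9a (20 nM) was preincubated 15 min with compound, then reacted 2 h at room temperature with 500 nM biotin-H3K9 peptide and 20 µM SAM. Monomethyl-H3K9 detected by AlphaScreen using anti-H3K9me1 antibody.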
ERG Ets-DNA blk: ERG Ets/DNA interaction inhibition | P11308 | fluorescence polarization, His-ERG Ets domain / labelled DNA | Potency, µM (top dose mostly 76.9 µM), for inactives: top-dose FP activity, negative = inhibition, most hits filed as inhibitors | 370,000 compounds, 0.028% hits | AID 624246; active = well fitted inhibition curve with a large enough effect in the polarisation, with a control signal flat; inconclusive = small, poorly fitted or top-dose-only effect, or effect the other way, or a change in a side signal; inactive = no such curve, though single readings can be large or run the other way; the % refers to the polarisation;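 also: polarization taken with two DNA probes labelled with fluorescein and Texas red; potency is read from the fitted curve at half-maximal effect; % of control where 0% means no effect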
Target sequence (P11308 whole entry, looked up, the tested form may be a part): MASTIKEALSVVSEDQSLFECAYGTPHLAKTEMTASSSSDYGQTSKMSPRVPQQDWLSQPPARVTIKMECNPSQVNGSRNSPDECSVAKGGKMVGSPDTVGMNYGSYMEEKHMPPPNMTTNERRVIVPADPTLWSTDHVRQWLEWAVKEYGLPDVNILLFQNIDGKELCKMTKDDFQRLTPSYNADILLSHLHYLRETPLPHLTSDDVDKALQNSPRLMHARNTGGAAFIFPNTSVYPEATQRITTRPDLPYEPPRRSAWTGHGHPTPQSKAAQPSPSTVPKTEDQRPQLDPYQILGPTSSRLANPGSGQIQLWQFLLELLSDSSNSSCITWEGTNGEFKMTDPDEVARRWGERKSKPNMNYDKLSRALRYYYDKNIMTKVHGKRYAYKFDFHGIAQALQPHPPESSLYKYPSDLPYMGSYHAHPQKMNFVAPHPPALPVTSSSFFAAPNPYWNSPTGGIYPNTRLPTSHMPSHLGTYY
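His-tagged ERG Ets domain (1 uM in the protein solution; 300mM KCl, 50mM Tris-HCl, 1mM EDTA, 1mM DTT, pH 7.5) received compound, then a probe mix of 5 nM fluorescein-DNA and 100nM Texas-615-DNA. Fluorescence polarization was read for both dyes.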
GLS inh: blocks human kidney-isoform glutaminase activity | AID 624170 | 410,000 compounds, 0.21% hits | GLS enzymatic activity, qHTS titration | Potency, µM (series often up to 45.5 µM), without a hit: top-dose activity change, negative = inhibition, most hits filed as inhibitors; also: potency is read from the fitted curve at half-maximal effect; % is scaled to controls: 0 for no effect and ±100 for the full control effect
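Glutamate formation by hKGA was monitored fluorometrically using coupled glutamate oxidase, HRP and Amplex Red. Substrate was added as 1 mM L-glutamine solution; incubation was 30 min at RT after an initial read.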
JMJD2A Tudor: JMJD2A Tudor domain (human) inhibition. O75164. AlphaScreen JMJD2A-Tudor / H3K4me3 peptide binding. Potency, µM (series often up to 114 µM), inactives show top-dose activity change, negative = inhibition, most hits filed as inhibitors. 390,000 compounds, 4.4% hits; also: potency is read from the fitted curve at half-maximal effect; % is scaled to controls: 0 for no effect and ±100 for the full control effect; nearly all actives have a fitted effect of over 50% in size
Starred values were filed as active, the others as inactive; ? = inconclusive; / = not tested or not shown; & = joins results of further samples; [ ] = dose if it differs, or a comment. Unless noted, calls follow the shape of the dose curve; as a rule, active = well fitted curve in the direction sought with a large enough effect; inconclusive = small, poorly fitted or top-dose-only effect, or another doubt; inactive = no such curve, though single readings can be large; an effect the other way counts as inactive or inconclusive.

SMILES | PI4K2A block | RGS4 inh | HP1b chromo inh | BAZ2B block | ALOX12 inh | G9a inh | ERG Ets-DNA blk | GLS inh | JMJD2A Tudor
Cc1cc(C(=O)COc2cccnc2[N+](=O)[O-])c(C)n1-c1ccccc1 | 3.9 | 15.7% | -3.9% | ? | -17.1% | ? | -3.0% | 5.1% | -11.1%
COCCCNC(=O)C(=O)NCCCOC(C)C | -5.0 | -32.4%[56.9 µM] | 35.1% | -2.3% | 38.7%[activator] | 4.6%[59 µM] | 6.1% | -2.7% | 5.62µM*
O=C(Nc1ccccc1Oc1ccccc1)c1cnccn1 | -4.7 | -16.3% | 39.1%[activator] | 0.6% | 4.5% | 0.8%[12.7 µM] | -1.4% | -6.5% | -16.7%
O=c1ccc2ccc(Oc3ccc([N+](=O)[O-])cc3Cl)cc2o1 | 0.9 | 17.9% | 26.8% | -3.5% | 5.9% | -27.8% | 6.1% | ? | -1.4%
COc1ccc(-c2csc(NC(=O)c3c(C)noc3C)n2)cc1F | -1.7 | -8.7% | 21.5% | 1.6% | -4.1% | -40.6% | 1.7% | -6.1% | -6.2%
Cn1nc(C(F)(F)F)c(C#N)c1N1CCN(c2ccccc2F)CC1 | 5.3 | 28.2% | 20.8% | 2.9% | 0.0% | 8.5%[59 µM] | 0.2% | 4.2% | -11.1%
O=C(Cn1cc([N+](=O)[O-])cn1)NCCc1c[nH]c2ccccc12 | -20.8 | 11.4% | 27.3% | -9.2% | -6.6% | 11.2% | -5.9% | -1.6% | -20.4%
O=C(N/N=C/c1c(F)cccc1Cl)c1ccc(Cn2cc(Br)cn2)o1 | -2.9 | 15.4% | -4.3% | -10.2% | 3.0% | -4.3% | -8.4% | 12.2% | -15.1%
CC(=O)Nc1ccc(S(=O)(=O)N2CCN(Cc3cccs3)CC2)cc1 | -2.6 | -8.2% | 31.6µM* | 35.5µM* | ? | 17.8µM* | -4.8% | 0.0% | -99.3%
CCOC(=O)c1c(NC(=O)C2COc3ccccc3O2)sc(C(C)=O)c1C (stereo not drawn) | -4.2 | -33.8% | -17.4% | 3.6% | -27.6% | 50.1µM* | / | 0.0% | -14.0%
O=C(O)COCC(=O)N1CCCN(c2nccc(C(F)(F)F)n2)CC1 | 4.2 | 12.2% | 39.6%[activator] | -4.1% | / | ? | -0.6% | -2.6% | -8.0%
COc1nc(Oc2ccc(C(=O)OCC(N)=O)cc2)nc(N(C)C)n1 | 2.8 | -12.7% | 19.8% | 6.7% | 6.7% | -5.8%[59 µM] | / | 14.2% | -9.0%
O=C(CCSCc1ccc(Cl)cc1)N1CCN(c2ccccc2F)CC1 | 2.4 | 6.6% | 36.3% | 2.6% | -23.6% | -11.5%[59 µM] | -2.0% | -2.7% | 0.0%
O=c1[nH]c(SCc2ccccc2)nc2c1cnn2-c1ccc(F)cc1 | 6.2 | -0.3% | 38.9%[activator] | 3.7% | 7.7% | / | -15.2% | -4.6% | -10.3%
COc1cc(OC)cc(-c2sc3ccc(OC)cc3c2C#CCCO)c1 | -7.0 | -8.3% | 43.1%[activator] | ? | ? | -2.2%[0.501 µM] | 7.1% | 3.8% | -29.6%
CCN1C2=C(C(=O)CCC2)C(c2ccc(O)c(Br)c2)C2=C1CCCC2=O | -4.8 | -11.6% | 13.2% | / | -41.0% | -7.8%[59 µM] | -4.0% | 2.1% | -9.8%
CCCCn1c(N)c(N(CCOC)C(=O)COC(=O)c2cc(CC)c(C)s2)c(=O)[nH]c1=O | 3.1 | -3.6% | 14.4% | 6.2% | -26.1% | 0.5%[0.501 µM] | 7.9% | -2.5% | -12.4%
O=C(c1ccccc1)c1ccccc1C(=O)N1CCOCC1 | 8.2 | 15.5% | 11.9% | -4.5% | -5.8% | 19.8%[59 µM] | -5.2% | -2.8% | -11.0%
Cc1ccccc1NC(=O)CSc1nnc(-c2ccco2)c(-c2ccco2)n1 | ? | ? | 15.8µM* | 25.1µM* | / | 12.6µM* | -3.8% | -26.6% | 50.1µM*
Cn1ccc(C(=O)N/N=C/c2ccncc2)n1 | -2.5 | 6.9% | 29.1% | -7.2% | -11.3% | / | 2.9% | 15.9% | -6.9%
Cc1cc(C)cc(NS(=O)(=O)c2ccc3[nH]cc(C(=O)NCc4ccco4)c(=O)c3c2)c1 | -0.8&-4.6 | 1.6%&-21.1% | 25.1%&28.9% | -18.3% | ? | -33.2%[59 µM] | 14.4%&6.9% | -3.0%&-3.3% | -19.2%&-22.0%
COc1ccc(-n2ncc(S(=O)(=O)c3ccccc3)c2-c2ccc(Cl)cc2)cc1 | -2.2 | -25.8% | 19.2% | 6.1% | -16.3% | -43.7%[12.7 µM] | -1.0% | 3.3% | -14.4%
O=C(Nc1ccnn1C1CCN(CCCc2ccccc2)CC1)c1ccccc1Cl | 3.2 | 14.4% | 9.2% | -4.5% | ? | / | -12.1% | 10.1% | -18.1%
O=C(NCc1n[nH]c(=S)n1-c1cccc(C(F)(F)F)c1)c1ccc(S(=O)(=O)N2CCCC2)cc1 | 2.7 | -24.1% | 34.4% | 14.9% | ? | 12.6µM* | -6.9% | 2.5% | -31.7%
COc1ccc(OC)c(NC(=O)C(=O)NNC(=O)COc2ccc(Br)cc2C)c1 | 2.1 | -0.4% | 27.2% | ? | -1.1% | / | 2.1% | -3.0% | -19.7%

Next results:
SMILES | PI4K2A block | RGS4 inh | HP1b chromo inh | BAZ2B block | ALOX12 inh | G9a inh | ERG Ets-DNA blk | GLS inh | JMJD2A Tudor
Cc1ccc(NC(=O)COC(=O)c2ccc3c(c2)NC(=O)C2CCCN32)cc1 (stereo not drawn) | -8.1 | -14.8% | 6.5% | ? | ? | ? | -8.0% | -3.4% | ?
CCC(C)Nc1c2c(nc3c(-c4ccccc4)c(C)nn13)CCC2 (stereo not drawn) | 0.8 | -14.4% | 140.3%[activator] | 1.6% | -28.6% | 186.1%[activator][59 µM] | 3.7% | 1.2% | 48.9%[activator]
N#Cc1cc2c(cc1NC(=O)CCn1cnnn1)OCO2 | -4.4 | 4.2% | 28.7% | 1.6% | 34.1%[activator] | 3.3%[59 µM] | -0.2% | 4.7% | -7.0%
Cc1ccc2c(c1)N(CC(=O)N(Cc1ccc3c(c1)OCO3)CC1CCCO1)C(=O)C(C)O2 (stereo not drawn) | 9.5 | -7.8% | -6.1% | 0.2% | ? | 17.8% | -1.3% | -10.1% | ?
COc1ccccc1CNC(=O)OCc1nccnc1C(=O)Nc1ccc(Br)cn1 | -6.2 | -9.8% | 5.9%[57 µM] | -5.1% | 1.5% | / | 12.2% | -5.8% | -2.3%
CSc1ccccc1OCc1cc(C(=O)N(C)Cc2ccc3nsnc3c2)no1 | -0.8 | 27.0% | 20.7% | 1.6% | -18.3% | / | -9.9% | -3.6% | -16.7%
CCc1c(C)sc(NC(=O)c2ccco2)c1C(=O)N1CCCCC1 | 1.8 | -41.9% | 22.1% | -23.7% | ? | ? | 8.2% | -11.0% | -16.2%
O=C1CSCC(=O)N1Cc1ccc(Cl)c(Cl)c1 | -0.3 | -11.6%[56.9 µM] | 44.9%[activator] | 25.6% | -25.8% | -2.7%[2.33 µM] | -7.0% | 19.0% | 9.1%
CCN(c1ccc(NC(=O)COC(=O)c2cc3ccccc3oc2=O)cc1)C(C)C | 2.8 | -20.7% | ? | 31.6µM* | 4.6%&-3.5% | 22.4µM* | -24.5% | -1.4% | 28.2µM*
Fc1ccc(CNC(=S)NCc2ccc(F)cc2)cc1 | 2.8 | 30.5% | 29.3% | -0.4% | ? | 15.7% | -1.8% | -13.7% | 7.6%
CCc1nc(SCc2ccccc2C#N)n[nH]1 | 14.3 | -6.6% | 35.4% | 0.6% | 0.0% | -8.2% | 5.3% | -8.7% | -9.8%
CNS(=O)(=O)c1cccc2nsnc12 | 2.4 | ? | 22.2% | -8.4% | 4.5% | 12.1%[59 µM] | / | 1.7% | -9.0%
Cn1ccnc1SCC(=O)Nc1cccc2ccccc12 | 4.6 | -20.5% | 22.8% | -30.1% | 0.0% | -2.7%[12.7 µM] | -0.5% | 9.4% | -14.2%
Cc1ccc(-c2ccc(=O)n(CC(=O)Nc3ccc(C)cc3Cl)n2)cc1 | 6.2 | ? | 46.7%[activator] | -2.5% | -5.4% | 3.1%[59 µM] | 1.0% | -0.6% | -13.2%
CC(=O)Nc1ccc2nc(SCC(=O)NCCOc3ccccc3)sc2c1 | -4.5 | -87.5%[56.9 µM] | 8.6% | ? | 1.7% | 10.6%[59 µM] | 5.0% | ? | ?
C=CCOc1ccccc1CN1CCC(Oc2ccc(C(=O)N3CCCCC3)cc2)CC1 | 9.1 | 1.0% | 26.1% | 0.6% | 63.8%[activator] | 94.2%[activator] | 45.6%[activator] | -3.6% | -15.3%
CCOC(=O)C1=C(C)NC2=C(C(=O)C(C(=O)OCC)C(c3cccc(OC)c3)C2)C1c1ccccn1 (stereo not drawn) | -4.9 | -4.8%[11.4 µM] | 71.9%[activator] | 6.0% | 0.0% | 48.3% | 0.6% | 16.6% | -19.9%[11.4 µM]

Not all compounds are listed; count on the stated rates, not on these rows.
